Screening results as filed in PubChem BioAssay.
V-ATPase pHluor = regulators of yeast V-ATPase proton pumping, primary screen, pHLuorin cytosolic pH fluorescence; S. cerevisiae; response, % at 10 µM; hit rate 0.37% among 350,000; in the data active = response mostly above about 7.3%, no sharp cut-off; inactive = mostly below about 5.4%; note: actives read high; inactives centre near 0; some compounds called inactive have numbers as strong as hits; reference of the scale not given here
Keap1-Nrf2 PPI = Keap1-Nrf2 protein-protein interaction inhibitors, primary screen, biochemical, fluorescence polarization, single point; Kelch-like ECH-associated protein 1 (Homo sapiens), Q14145; Keap1 Kelch-Nrf2 peptide fluorescence polarization, 1536-well; inhibition, % at 9.4 µM; hit rate 0.15% among 340,000; in the data active = inhibition above about 12%;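 note: human Keap1 Kelch domain with fluorescein labeled Nrf2 9mer peptide probe; 0% = neutral control wells and 100% = peptide positive control; higher means more block of Keap1 binding to Nrf2 peptide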
Cardiac RTF inh = cardiac RTF calcium sensitivity inhibitors, primary screen, biochemical, IANBD-TnC fluorescence, EC70 calcium; Troponin I, cardiac muscle (Homo sapiens) + Troponin T, cardiac muscle (Homo sapiens) + …; IANBD-labeled cardiac RTF, Ca2+ fluorescence; inhibition, % at 7.15 µM; hit rate 0.12% among 340,000; AID 493244, 2011;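 active = inhibition above the mean inhibition of all tested compounds plus 3 SD, cut at about 17% in these data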;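 note: assay run at fixed EC70 calcium of 1.6 mM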
MOR-DOR inv ag = inverse agonists of MOR-DOR heterodimerization, primary screen, cell-based, luminescence | hit rate 0.21% among 340,000 | cell-based MOR-DOR heterodimer luminescence, inverse agonism | AID 504357, 2011 | inhibition, % at 9.3 µM; in the data active = inhibition above about 22%, passing the limit was not always enough;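 note: 0% = cells with DMSO and 100% = wells without cells with DMSO; values of inactives mirror those of a sister screen read the other way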
Target sequence (P35372 whole entry, looked up): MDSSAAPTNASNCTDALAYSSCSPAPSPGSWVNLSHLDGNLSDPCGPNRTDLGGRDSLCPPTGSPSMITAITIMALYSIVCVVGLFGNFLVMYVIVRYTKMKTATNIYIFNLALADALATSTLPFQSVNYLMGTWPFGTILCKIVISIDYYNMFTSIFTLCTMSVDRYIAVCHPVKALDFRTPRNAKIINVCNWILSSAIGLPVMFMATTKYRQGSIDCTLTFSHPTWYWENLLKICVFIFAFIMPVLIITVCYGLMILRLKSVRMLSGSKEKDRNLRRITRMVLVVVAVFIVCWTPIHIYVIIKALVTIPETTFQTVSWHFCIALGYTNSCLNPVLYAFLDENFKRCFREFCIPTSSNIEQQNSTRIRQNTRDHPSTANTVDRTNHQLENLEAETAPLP
Target sequence (P41143 whole entry, looked up): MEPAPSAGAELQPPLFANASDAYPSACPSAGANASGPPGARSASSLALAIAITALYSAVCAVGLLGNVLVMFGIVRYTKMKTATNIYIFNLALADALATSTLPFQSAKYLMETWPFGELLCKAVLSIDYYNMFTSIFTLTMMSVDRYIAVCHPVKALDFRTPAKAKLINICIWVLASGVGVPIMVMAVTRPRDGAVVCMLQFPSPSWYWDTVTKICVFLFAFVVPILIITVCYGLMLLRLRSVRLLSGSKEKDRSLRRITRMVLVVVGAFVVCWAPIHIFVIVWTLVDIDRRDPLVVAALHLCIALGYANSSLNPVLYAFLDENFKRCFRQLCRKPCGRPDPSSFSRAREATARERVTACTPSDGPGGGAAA
HTR5A ag = HTR5A agonists in luminescence cell assay, primary screen, counter-screen for OPRM1-OPRD1 heterodimer agonist project, full-deck HTS | 5-hydroxytryptamine receptor 5A (Homo sapiens), P47898 | activation, % at 9.3 µM | hit rate 0.61% among 340,000 | AID 504692, 2011 | cell-based; in the data active = activation mostly above about 9.5%, no sharp cut-off; inactive = mostly below about 7.6%;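 note: 0% = cells with vehicle only and 100% = reference agonist; strong numbers were not always called active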
HTR5A inv ctr = HTR5A inverse agonists in luminescence cell assay, primary screen, counter-screen for OPRM1-OPRD1 heterodimer inverse agonist project, full-deck HTS. hit rate 0.083% among 340,000. inhibition, % at 9.3 µM. HTR5A cell line, inverse agonism; in the data active = inhibition mostly above about 23%, no sharp cut-off; inactive = mostly below about 18%;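 note: 0% = cells with DMSO and 100% = no-cell wells with DMSO; some compounds called inactive have numbers as strong as hits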
CAL-PDZ inh HTS = untagged CAL PDZ binding inhibitors, primary screen, biochemical, fluorescence polarization, HTS | Golgi-associated PDZ and coiled-coil motif-containing protein (Homo sapiens), Q9HD26 | purified CAL PDZ, TMR-peptide fluorescence polarization, 1 h | inhibition, % at 24.9 µM | hit rate 0.92% among 300,000 | AID 602252, 2012;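 active = mean inhibition of at least 30% with at least half of replicates also reaching 30%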;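 note: 0% = DMSO neutral control and 100% = excess unlabeled competitor peptide PRC23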
C-LANA FP = inhibitors of KSHV C-LANA binding to DNA, primary screen, biochemical, fluorescence polarization, FAM-LBS DNA, MBP-C-LANA, single point; inhibition, % at 9 µM; hit rate 0.078% among 340,000;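 active = highest replicate inhibition at or above 60% at 9 µM, even if other replicates fall short; inactive = all replicates below 60% inhibition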;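 note: 0% = neutral control wells and 100% = 4 µM acridine orange control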
cardiac RTF act = cardiac RTF calcium sensitivity activators, primary screen, biochemical, IANBD-TnC fluorescence, EC20 calcium; activation, % at 7.2 µM; IANBD-labeled TnC RTF fluorescence at EC20 calcium; 0% EC20 calcium, 100% full calcium; hit rate 0.24% among 340,000;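 active = activation above the mean over all tested compounds plus 3 SD, cut at about 30% in these data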;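 note: rise in fluorescence read as greater calcium sensitivity of cardiac thin filaments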
MOR-DOR ag = agonists of OPRM1-OPRD1 heterodimerization, primary screen, cell-based, luminescence; activation, % at 9.3 µM; Mu-type opioid receptor (Homo sapiens) + Delta-type opioid receptor (Homo sapiens), …; cells; hit rate 0.3% among 340,000; in the data active = activation above about 18%;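 note: 0% = vehicle-treated cells and 100% = reference agonist; values of inactives mirror those of a sister screen read the other way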
* = called active by the depositor; / = no result given.

SMILES	V-ATPase pHluor	Keap1-Nrf2 PPI	Cardiac RTF inh	MOR-DOR inv ag	HTR5A ag	HTR5A inv ctr	CAL-PDZ inh HTS	C-LANA FP	cardiac RTF act	MOR-DOR ag
CC1C(=O)N2CCCc3cc(S(=O)(=O)N4CCN(c5ccc(F)cc5)CC4)cc1c32 (configuration not stated)	-1	-2	2	6	0	22	-1	1.7	-2	-1.1
CCCCNC(=S)N(C)/N=C/c1ccc(OCC(=O)Nc2c(C)cc(C)cc2C)c(OC)c1	1	-1	-1	-3	3	-8	-1	-0.4	-5	0.7
Cc1ccc(C(=O)NCC(=O)Nc2ccncc2)cc1C	-2	-6	-12	2	-1	-3	-2	0.6	-3	-0.5
CC(=O)Nc1ccc(S(=O)(=O)N(C)CC(=O)OCC(=O)N2CCCCC2)cc1	0	4	-15	0	-3	8	-4	-0.6	12	-0.1
Cc1oc(/C=N/NC(=O)CN(c2ccccc2Br)S(C)(=O)=O)cc1Br	2	2	0	12	11	-30	-4	-0.4	-1	-2.1
Cc1ccccc1-c1nnc(CS(=O)(=O)c2ccccc2)o1	-3	1	5	5	1	-3	15	-0.3	9	-0.8
CC(C)CC(=O)NC(=S)NCc1ccccc1	4	-3	4	7	-1	2	0	-0.4	-6	-1.2
Cn1cc(SCC(=O)Nc2ccc3c(c2)OCO3)c2ccccc21	-1	-6	-2	4	5	-16	/	-1.3	6	-0.7
O=C(N/N=C/c1cccc(O)c1)c1cc(-c2ccccc2)nc2ccccc12	1	-4	2	0	1	-5	-10	-1.0	0	0.1
Nc1cc(N)nc(SCC(=O)Nc2ccccc2N2CCOCC2)n1	-2	0	1	12	3	-8	-6	0.6	3	-2.3
CCCNC(=O)COC(=O)c1ccc(Cl)c(S(=O)(=O)N2CCCC2)c1	-1	1	-6	7	2	-7	/	0.2	1	-1.3
CC(=O)Nc1cccc(-c2cn3ccccc3n2)c1	-4	1	1	2	0	-25	-2	1.1	-1	-0.5
CC(=O)c1ccc(NC(=O)C2C3C=CC(O3)C2C(=O)O)cc1 (configuration not stated)	-2	-2	-2	11	6	-21	0	3.5	-1	-2.5
CCc1cc2c(=O)c(-c3ccc4c(c3)OCCO4)c(C)oc2cc1OS(C)(=O)=O	-1	-4	5	6	0	-24	-3	2.3	0	-1.2
CCCCC(=O)Nc1c(-c2cccc(OC)c2)c(=O)c2ccccc2n1C	-2	0	3	16	-2	9	-2	-1.3	-5	-3.6
CCN(CC)S(=O)(=O)c1ccc2c(c1)c(=O)c(C(=O)N1CCc3ccccc3C1)cn2C	2	-4	-13	17	-4	-1	0	1.6	4	-3.5
Cc1cc(Cl)cc(Cl)c1OCCOCCN(C)C	3	-4	-11	1	1	-4	-2	0.4	7	-0.3
O=C(COc1ccccc1)NCC(=O)NC1=NCCS1	3	-9	0	16	3	-8	-3	-0.9	2	-2.9
COc1ccc(Cc2nc3ccc(C(=O)N(C)CC4COCCO4)cc3o2)cc1 (configuration not stated)	-2	2	1	-1	4	-16	-3	0.5	-4	0.2
COc1ccc(C2CC3(CC(C)(C)NC(SC)=N3)Oc3cc(O)cc(C)c32)cc1 (configuration not stated)	-1	-6	-16	10	-3	12	-4	-1.7	9	-1.8
COc1ccccc1N1CCN(Cc2ccsc2)CC1	-1	-1	-4	11	3	-8	-1	2.3	3	-2.3
CCOC(=O)CCNCc1ccc(F)cc1	2	1	2	16	0	-31	2	-0.5	2	-3.5
COc1cc(OC)c(NC(=O)CN(C)S(=O)(=O)c2ccc3[nH]c(=O)oc3c2)cc1Cl	8	5	-18	5	3	-11	-5	-0.5	-7	-1.1
CC(=O)Nc1c(-c2ccccc2)nc2ncccn12	-1	-3	-8	12	4	-11	/	-0.4	-2	-2.0
CCN1CCN(c2cc(C)c3cc(NC(=O)c4cncc(Br)c4)ccc3n2)CC1	0	-3	-3	1	9	-1	-3	0.7	-1	-0.1
COCCNC(=O)CSc1nc2nn(-c3ccccc3)c(=O)c-2c2n1CCCCC2	-5	5	-1	2	2	-6	-4	0.4	-3	-0.4
Cc1cccc(-c2nnc(SCC(=O)Nc3cccc(C(=O)N4CCOCC4)c3)n2C)c1	0	2	2	-1	1	8	-1	0.0	3	0.1
CCOC(=O)CSc1nnc(-c2ccco2)n1-c1ccccc1	2	-4	-1	0	-2	2	-1	1.2	4	-0.1
O=C(CN1C(=O)c2ccccc2S1(=O)=O)NCCSCc1c(F)cccc1Cl	2	-3	-3	8	2	-16	0	0.2	-6	-1.3
CCCc1cc(C(=O)N2CCCC(C(=O)c3ccc(Cl)cc3)C2)n(C)n1 (configuration not stated)	3	-2	-6	-22	10	-15	-4	-1.1	5	4.1

A second format for 2 compounds above.
Cc1ccc(C(=O)NCC(=O)Nc2ccncc2)cc1C
  V-ATPase pHluor: -2; Keap1-Nrf2 PPI: -6; Cardiac RTF inh: -12; MOR-DOR inv ag: 2; HTR5A ag: -1; HTR5A inv ctr: -3; CAL-PDZ inh HTS: -2; C-LANA FP: 0.6; cardiac RTF act: -3; MOR-DOR ag: -0.5
CC(=O)Nc1ccc(S(=O)(=O)N(C)CC(=O)OCC(=O)N2CCCCC2)cc1
  V-ATPase pHluor: 0; Keap1-Nrf2 PPI: 4; Cardiac RTF inh: -15; MOR-DOR inv ag: 0; HTR5A ag: -3; HTR5A inv ctr: 8; CAL-PDZ inh HTS: -4; C-LANA FP: -0.6; cardiac RTF act: 12; MOR-DOR ag: -0.1

Other results
SMILES	V-ATPase pHluor	Keap1-Nrf2 PPI	Cardiac RTF inh	MOR-DOR inv ag	HTR5A ag	HTR5A inv ctr	CAL-PDZ inh HTS	C-LANA FP	cardiac RTF act	MOR-DOR ag
COc1cc(/C=C/C(=O)OCC(=O)Nc2ccc(C)cc2[N+](=O)[O-])ccc1O	3	-4	-14	-42	0	-1	-3	-0.6	-3	7.9
O=C(CCC1N=C2c3ccccc3N=C(SCc3cccc(Cl)c3)N2C1=O)NCc1ccco1 (configuration not stated)	-4	-8	0	20	-3	3	-1	-1.2	-3	-3.2
COC(=O)C1=C(C)N(C)C(=S)NC1c1ccccc1 (configuration not stated)	-2	-2	-5	6	-1	3	5	-0.9	2	-1.2
Cc1noc(C)c1S(=O)(=O)N1CCC(C(N)=O)CC1	4	-7	3	6	0	1	-2	-0.6	5	-1.8
CC(=O)N1CCC(C(=O)Nc2ccc(S(=O)(=O)N3CCCCC3)cc2)CC1	3	1	-9	4	1	16	-4	-2.0	-2	-0.8
O=C1C=C(c2cc(Cl)cc(Cl)c2)C[C@@H](c2ccc3c(c2)OCO3)C1	2	-3	8	12	0	-15	-7	0.3	8	-2.2
Cc1ccc(C(=O)NCC(=O)OCc2csc(-c3ccccc3)n2)cc1	-2	-1	-15	17	-2	21	2	-1.3	1	-3.7
O=C(CCS(=O)(=O)c1ccc(F)cc1)Nc1nnc(-c2ccco2)o1	3	-1	-12	-2	0	-1	/	-0.6	-5	0.3
O=c1c2ccccc2c(-c2ccc(Cl)cc2)nn1-c1ccccc1	-5	-3	5	-8	5	-15	-4	0.8	-1	1.6
COc1cccc(-c2nc(CS(=O)(=O)CC(=O)Nc3ccccc3Cl)c(C)o2)c1	-2	-4	-5	-7	-2	8	-3	-0.6	1	1.4
O=C(O)c1ccccc1OC(C(=O)Nc1cc(Cl)cc(Cl)c1)c1ccccc1 (configuration not stated)	-2	6	6	1	2	-6	2	1.4	-7	-0.1
Cc1cc(C)c(C(=O)N2CCCC(CNS(=O)(=O)N(C)C)C2)o1 (configuration not stated)	1	-2	-3	17	-2	-7	-3	-0.3	0	-3.3
CCN(C(=O)CN1C(=O)S/C(=C\c2ccc(F)cc2)C1=O)C1CCS(=O)(=O)C1 (configuration not stated)	-6	-3	-1	6	-1	-5	4	0.5	-5	-1.1
Cc1ccc(S(=O)(=O)NCC(=O)N(CC(=O)NC2CCCCC2)CC2CCCO2)cc1 (configuration not stated)	7	4	-8	-4	3	-9	/	0.8	3	0.7
CCCOc1ccc(/C=N/Nc2cccc([N+](=O)[O-])c2)c(O)c1	2	-4	1	-1	-8	20	-5	0.9	-1	0.3
N#Cc1cccc(NC(=O)C2SC(=Nc3ccccc3)C(C(=O)N3CCOCC3)=C2N)c1 (configuration not stated)	0	-4	-8	2	-6	14	-2	-0.1	3	-0.4
O=C(N/N=C/c1ccccn1)c1cc(C2CC2)[nH]n1	-1	-3	-5	1	2	1	0	-0.4	7	-0.3
Cc1ccc(SCC(=O)OCC(=O)NCCC2=CCCCC2)cc1	-2	-4	-8	-13	2	-20	-3	-0.6	-11	2.0
O=c1c2ccccc2sc2nc(C3CCCCC3)n(Cc3ccco3)c(=O)c12	-2	-2	-1	2	-1	9	-1	1.4	4	-0.3
O=C(NNC(=O)c1ccc(Cl)cc1Cl)Nc1ccccc1	-5	0	2	-5	4	-35	-6	0.1	1	0.9
CC(C)c1nnc(NC(=O)c2cccc(NC(=O)C(F)(F)F)c2)s1	-1	0	4	2	-1	10	/	0.5	2	-0.5
C[C@H](CO)N1C[C@H](C)[C@H](CN(C)Cc2ccc(Oc3ccccc3)cc2)Oc2ccc(NC(=O)Nc3cccc4ccccc34)cc2CC1=O	-2	2	-14	2	1	-30	0	1.0	-4	-0.3
CC(Sc1nnc(-c2ccccc2F)n1C1CC1)C(=O)NC(N)=O (configuration not stated)	1	-2	-3	6	-2	5	-5	0.9	0	-1.0
CO/N=C(\c1nonc1N)N1CCN(c2ccc(Cl)cc2[N+](=O)[O-])CC1	-2	7	2	-23	-2	4	-2	1.4	8	4.0
CCOC(=O)c1nnn(-c2nonc2N)c1CN1CCc2ccccc2C1	0	-2	-7	8	0	-14	/	-2.1	-3	-1.8
CCc1cccc(C)c1NC(=O)c1ccc(CN2CCc3ccccc3C2)cc1	1	-3	-3	-27	5	-14	-1	1.9	-1	4.5
Cc1c(NC(=O)c2ccc(C(C)(C)C)cc2)cccc1[N+](=O)[O-]	4	-3	-9	-8	4	-11	-1	0.6	2	1.3
Cc1cc(C)n2c(SCC(=O)N(C)C3CCS(=O)(=O)C3)nnc2n1 (configuration not stated)	1	-1	-4	10	-1	10	2	-1.0	0	-1.7
COc1cnc(SCc2ccc(Cl)c(Cl)c2)nc1Cl	0	-3	-6	-14	-1	5	-2	2.5	-4	2.6
Oc1ccc(-c2n[nH]c(=S)n2Cc2ccco2)cc1	0	-5	-7	-16	-7	32	-2	-0.6	1	2.9
O=S(=O)(/C=C/c1ccccc1)N1CCN(Cc2ccc3c(c2)OCO3)CC1	-3	3	-9	1	0	9	/	1.2	1	-0.3
c1ccc(-c2nc3nc4ccccc4nc3n2CC2CCCO2)cc1 (configuration not stated)	1	-3	4	22	1	0	-2	1.7	-6	-4.3
COc1ccc(-n2c(=O)c3c4c(sc3n(CC(=O)NCC3CCCO3)c2=O)CCCC4)c(OC)c1 (configuration not stated)	3	-5	0	11	-4	10	-3	1.2	2	-2.1
